Rv3671c inh = Rv3671c serine protease inhibitors, primary screen, biochemical, fluorescence polarization, M. tuberculosis H37Rv | AID 2606, 2010 | hit rate 0.048% among 320,000 | inhibition, % at 5.96 µM; in the data active means inhibition above about 38%;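 further: extracellular domain of Rv3671c used as enzyme; 0% = enzyme with DMSO and 100% = no enzyme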
Target sequence (P9WHR9 whole entry, looked up, the tested form may be a part): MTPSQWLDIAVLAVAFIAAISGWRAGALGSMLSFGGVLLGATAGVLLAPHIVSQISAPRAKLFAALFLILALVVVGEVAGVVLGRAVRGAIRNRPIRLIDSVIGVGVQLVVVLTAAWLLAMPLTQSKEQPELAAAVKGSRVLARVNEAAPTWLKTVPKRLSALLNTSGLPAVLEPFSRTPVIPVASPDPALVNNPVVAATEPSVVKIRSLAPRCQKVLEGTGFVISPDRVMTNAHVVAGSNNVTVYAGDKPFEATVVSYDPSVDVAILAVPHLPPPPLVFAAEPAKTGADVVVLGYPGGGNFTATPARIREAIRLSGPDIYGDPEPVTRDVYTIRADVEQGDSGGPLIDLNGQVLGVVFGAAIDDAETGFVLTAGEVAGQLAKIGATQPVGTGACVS
BoNT-F LC inh = BoNT/F light chain protease inhibitors, primary screen, biochemical, flow cytometry, MLPCN library. Botulinum neurotoxin type F light chain protease (Clostridium botulinum). Multiplex microsphere protease cleavage assay. inhibition, % at 10 µM. hit rate 0.22% among 360,000; in the data active means inhibition above about 35%, passing the limit was not always enough; inconclusive means no clear call, values can overlap the other calls; further: plate controls were buffer without enzyme for full effect and enzyme alone for no effect
FBA Mtb inh = Mtb FBA enzyme inhibitors, primary screen, biochemical, fluorescence, strain H37Rv | hit rate 2.3% among 360,000 | Fructose-bisphosphate aldolase (Mycobacterium tuberculosis (strain ATCC 25618 / H37Rv)), … | AID 588726, 2011 | purified M. tuberculosis FBA, fluorescence read-out | inhibition, % at 1 µM; in the data active means inhibition above about 27%;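 further: 0% = vehicle and 100% = reference inhibitor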
VHR inh abs = VHR1 phosphatase inhibitors, primary screen, biochemical, absorbance, uHTS | recombinant VHR phosphatase, pNPP absorbance | inhibition, % at 13.3 µM | hit rate 0.52% among 290,000 | AID 1654, 2009; in the data active means inhibition above about 50%; further: some compounds called inactive have numbers as strong as hits
Mtb UGM inh = M. tuberculosis UGM enzyme inhibitors, primary screen, biochemical, fluorescence polarization, single point. UDP-galactopyranose mutase (Mycobacterium tuberculosis (strain ATCC 25618 / H37Rv)), …. purified UGM, fluorescence polarization probe displacement. inhibition, % at 10 µM. hit rate 0.06% among 320,000; in the data active means inhibition above about 10%, passing the limit was not always enough; inconclusive means no clear call, values can overlap the other calls
Target sequence (P9WIQ1 whole entry, looked up): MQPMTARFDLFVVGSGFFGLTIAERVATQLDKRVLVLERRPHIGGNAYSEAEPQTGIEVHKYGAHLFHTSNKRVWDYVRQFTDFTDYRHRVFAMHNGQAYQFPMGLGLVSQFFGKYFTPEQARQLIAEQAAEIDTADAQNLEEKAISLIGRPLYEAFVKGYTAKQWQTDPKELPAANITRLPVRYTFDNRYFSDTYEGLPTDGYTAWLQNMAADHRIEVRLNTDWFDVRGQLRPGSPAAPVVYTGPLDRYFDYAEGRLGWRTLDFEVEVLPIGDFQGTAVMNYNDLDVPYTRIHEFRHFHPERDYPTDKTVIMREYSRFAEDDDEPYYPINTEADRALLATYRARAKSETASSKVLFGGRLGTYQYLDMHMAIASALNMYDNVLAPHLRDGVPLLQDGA
GDH-TPI inh = GDH-TPI coupling enzyme inhibitors, primary screen, artefact control for M. tuberculosis FBA inhibitor project, biochemical, absorbance, full deck | GDH-TPI coupled enzyme counterscreen, NADH absorbance | inhibition, % at 4.8 µM | hit rate 1.2% among 360,000;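 further: 0% = DMSO wells and 100% = wells lacking the enzyme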
CCHF vOTU inh = CCHFV vOTU protease inhibitors, primary screen, biochemical, Pep-AMC substrate, fluorescence | Crimean-Congo hemorrhagic fever virus L polyprotein viral ovarian tumor (vOTU) protease … | inhibition, % at 11.5 µM | hit rate 0.55% among 370,000; further: 0% = vehicle wells with enzyme and 100% = no enzyme wells
FadD28 FP inh = inhibitors of FadD28 bisubstrate probe binding, primary screen, biochemical, fluorescence polarization, single point. Mycobacterium tuberculosis FadD28 fatty-acid-AMP ligase. inhibition, % at 12.5 µM. hit rate 0.22% among 360,000. AID 588549, 2011; in the data active means inhibition above about 8.5%, passing the limit was not always enough; inconclusive means no clear call, values can overlap the other calls
Mtb BioA inh = M. tuberculosis BioA enzyme inhibitors, primary screen, biochemical, plate reader, single point, HTS; 7,8-diaminopelargonic acid synthase BioA (Mycobacterium tuberculosis); purified M. tuberculosis BioA enzyme; inhibition, % at 9.99 µM; hit rate 0.096% among 360,000; AID 602481, 2012; in the data active means inhibition above about 40%; inconclusive means no clear call, values can overlap the other calls
MazEF act = activators of E. coli MazEF toxin-antitoxin RNase, primary screen, biochemical, fluorescence, uHTS; FAM/BHQ RNA-DNA oligo cleavage fluorescence, 5 h; hit rate 0.32% among 350,000; activation, % at 20 µM; Endoribonuclease toxin MazF (Escherichia coli (strain K12)), P0AE70; in the data active means activation above about 50%
Target sequence (P0AE70 whole entry, looked up): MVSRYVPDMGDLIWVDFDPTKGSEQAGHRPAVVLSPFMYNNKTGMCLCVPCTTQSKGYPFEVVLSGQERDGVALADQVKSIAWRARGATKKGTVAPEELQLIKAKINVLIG
An asterisk follows results filed as active; ? = inconclusive; · = not tested or not shown. Unless noted, no stated cut-off is given here; in the data, active means inhibition above about 30%; inactive means the rest.

Sequence of screens – Rv3671c inh	BoNT-F LC inh	FBA Mtb inh	VHR inh abs	Mtb UGM inh	GDH-TPI inh	CCHF vOTU inh	FadD28 FP inh	Mtb BioA inh	MazEF act
> Cc1cc(C)cc(NC(=O)c2cc3c(=O)n4ccccc4nc3s2)c1
 : -3	4	3	36	0.1	8	26	-0.6	-0.5	70*
> O=C(CN(c1ccc(F)cc1)S(=O)(=O)c1ccccc1)NCCSC1CCCCC1
 : -3	-4	1	12	-0.3	7	-1	-5.5	0.2	-3
> Cc1nn(CCOc2ccccc2)c(=O)n1-c1ccccc1
 : 8	-1	-1	48	-0.6	1	-5	-0.4	2.3	-2
> O=C(NC1CCCCCC1)c1cc(S(=O)(=O)N2CCOCC2)ccc1N1CCCCC1
 : 0	-21	2	22	0.0	22	24	0.0	-1.1	-1
> CC(=O)N1CCN(C(=S)Nc2ccc(Oc3ccccc3)cc2)CC1
 : -1	-11	-3	14	-1.1	4	2	-3.5	20	-4
> CC(C)(C)c1cc(NC(=O)COC(=O)c2ccc3c(=O)n4c(nc3c2)CCC4)n(-c2ccccc2)n1
 : -2	12	2	10	5.7	-1	25	0.7	1.1	7
> CC1=C(C(=O)N2CCCC(N3CCN(c4cccc(C(F)(F)F)c4)CC3)C2)OCCO1 (centres undefined)
 : 0	-5	1	46	-0.9	10	-7	-3.8	-0.3	2
> CN(C)N=Nc1ccc2nc[nH]c2c1
 : 3	-5	-2	9	-5.5	11	2	-1.0	·	0
> N#CC1(C#N)C(c2ccccc2)OC23CCCCCC2C1(C#N)C(=N)O3 (centres undefined)
 : -8	-37	41*	13	1.6	2	-36	-5.4	-0.1	11
> O=C(COC(=O)c1cc(S(=O)(=O)N2CCOCC2)ccc1Cl)Nc1ccccc1Cl
 : ·	3	0	·	·	-7	5	-3.8	-0.3	6
> CC(=O)Nc1cccc(Oc2ccc3c(c2)C(=O)NC3=O)c1
 : -5	0	-2	6	0.0	7	-7	-2.2	-0.4	12
> CCCN(CC(=O)Nc1ccccc1OC)C(=O)c1cccc(S(=O)(=O)NCc2ccccc2)c1
 : -3	-11	-1	·	-2.5	-1	6	-3.8	·	2
> Cc1cc(NS(=O)(=O)c2ccc(OCCNS(C)(=O)=O)cc2)no1
 : 4	4	-2	11	-0.8	10	-4	0.2	-1.2	8
> CC1=C/C(=N\OC(=O)/C=C/c2ccccc2)C(C)=CC1=O
 : 2	7	-1	18	-1.2	15	4	-0.1	-1.1	4
> COC(=O)c1ccc(COc2cccc3c2CCN(Cc2ccccc2)C3=O)o1
 : -3	-27	-2	-1	-1.0	0	1	-2.3	·	-5
> CC(C)Cn1c(N)c(C(=O)NCc2cccs2)c2nc3ccccc3nc21
 : -25	0	48*	2	2.6	-5	86*	-6.3	-0.8	-6
> CCOC(=O)N1CCN(Cc2cn[nH]c2-c2cccc3ccccc23)CC1
 : 0	-4	4	21	4.5	12	4	-0.5	·	-2
> C/C(=N\NC(=O)c1cc(-c2cccnc2)nc2ccccc12)c1ccccc1O
 : -2	-4	3	-2	-1.1	30	14	-1.0	5.6	-5
> CC1CCCCN1C(=O)C1CCN(S(=O)(=O)c2ccc(-n3cnnn3)cc2)CC1 (centres undefined)
 : 1	-1	2	36	-2.4	-3	3	-0.8	-2.5	7
> COc1ccc(CNCc2ccccc2C(F)(F)F)cc1
 : 3	-21	3	-16	-0.8	8	-12	-0.2	-1.5	-9
> C#CCOCCOCCOCCNc1nc(N2CCN(C(=O)[C@H](CCC(=O)O)n3cc(C(N)CO)nn3)CC2)nc(N2CCN(C(=O)[C@H](CCC(=O)O)n3cc(C(N)[C@H](C)CC)nn3)CC2)n1 (some centres undefined)
 : -11	-2	-4	3	-0.3	-3	·	-2.9	-1.1	-3
> O=C(CN(C(=O)c1cc2c(s1)CCC2)C1CCCC1)NCc1cccs1
 : -12	-30	2	8	0.1	4	13	-1.8	0.7	-6
> CCc1ccccc1N1C(=O)/C(=C/c2ccc(N3CCN(C)CC3)o2)C(=O)NC1=S
 : -27	2	-8	2	-0.6	3	-8	2.1	·	-275
> CCOCN(C(=O)Cn1c(COC)nc2ccccc21)c1c(C)cccc1CC
 : -3	-6	1	27	-1.1	5	2	-1.7	-0.8	8
> O=C(NCc1ccco1)c1ccc(N2CCOCC2)c([N+](=O)[O-])c1
 : 12	7	-4	33	0.2	12	-6	-3.5	·	4
> COc1ccc2c(c1)[C@H]1[C@H](CO2)[C@H](c2ccccc2)[C@]2(C)C(=O)N(CC3CCCO3)CC(=O)N12 (some centres undefined)
 : -5	-6	0	·	2.2	10	4	-1.0	-1.3	1
> CCOC(=O)N1CCC(NC(=O)C2CCCN(S(=O)(=O)c3ccc4c(c3)oc(=O)n4C)C2)CC1 (centres undefined)
 : -2	5	4	19	-1.6	12	-20	-1.0	-0.9	-9
> COc1ccc(C2c3c4c(n(C)c3CCN2C)CCN(C)C4c2ccc(OC)cc2)cc1 (centres undefined)
 : 0	-1	1	16	4.1	6	-7	-0.9	-0.7	3
> CC(C)Oc1ccc(S(=O)(=O)N2CCOCC2)cc1NC(=O)CCCSc1ccccc1
 : ·	-11	4	·	·	5	3	1.0	-2.3	2
> CCCC(=O)NCCc1ccc(S(N)(=O)=O)cc1
 : -4	6	-3	-13	1.6	0	-4	1.8	-0.8	-8
> Nc1ccc2c(c1)nc(Cc1ccccc1)n2CCO
 : -3	-3	5	1	0.3	-3	10	-4.0	0.3	7
> CN(c1ccccc1)c1nccc(=O)[nH]1
 : -2	?	-3	·	-1.7	-6	-8	-4.5	0.3	-4
> Cc1ccc(NC(=O)CCC(=O)NNS(=O)(=O)c2ccccc2)c(C)c1
 : -1	19	9	21	1.0	10	2	-2.3	-1.5	-2
> CC1=NN(C(=O)c2ccccc2-n2cccc2)C(O)(C(F)(F)F)C1 (centres undefined)
 : -14	-2	3	-2	-0.7	9	-12	-0.9	-1.4	5
> CC(C)(C)OC(=O)N1CCC(Cc2cc(-c3ccc(Cl)cc3)no2)(C(=O)O)CC1
 : -2	-4	-3	21	2.3	6	16	-4.9	0.9	4
> COc1cc(-n2c(=O)c3ccccc3n(CC(=O)OCc3ccccc3)c2=O)cc(OC)c1OC
 : 0	-1	3	6	4.6	5	0	-3.5	-0.7	-16
> Cc1ccc2sc(N(CCN(C)C)C(=O)c3ccc4ccccc4c3)nc2c1C
 : 3	1	0	6	-2.9	5	-1	-0.7	0.5	-36
> COc1ccc(N(C(=O)c2snc(C(N)=O)c2N)C(C(=O)NC2CCCC2)c2ccco2)c(OC)c1 (centres undefined)
 : ·	-4	2	25	·	11	10	-0.6	-2.1	17
> O=C(/C(=N/O)n1cncn1)c1ccccc1Cl
 : 3	·	0	21	0.8	12	1	-1.9	-0.4	6
> CCOC(=O)C(=N/O)/C(C)=N/NC(C)=O
 : 10	46*	-3	4	-0.2	6	2	-1.7	2.8	-3
> COc1ccc(-c2cc(C(=O)Nc3c(F)cc(F)cc3Br)no2)cc1
 : -10	-6	3	2	0.7	11	-5	-0.4	-0.3	5
> C=CCn1c(SCC(=O)NCc2ccco2)nc2ccccc2c1=O
 : 7	-5	3	-6	0.9	4	-3	0.1	·	0
> COCC1CCN(Cc2c(C(=O)N3CCc4ccccc4C3)nc3ccc(Cl)cn23)C1 (centres undefined)
 : ·	8	1	-12	-0.9	-1	11	-0.5	-1.0	-35
> CCN(CC)CCOCCOc1ccccc1F
 : -2	5	3	4	0.9	-1	5	-3.6	-0.1	-3
> Nc1nnnn1NCc1cccc(OCc2ccccc2)c1
 : 0	16	-4	14	-1.3	1	4	-1.8	1.5	-9
> COc1cc2c(cc1OC)C(C)N(C(=O)C(NC(=O)c1ccccc1)C(C)C)CC2 (centres undefined)
 : 16	19	1	-6	7.0	7	-10	-2.7	·	12
> CC(C)(C)c1ccc(NC(=O)CSc2n[nH]c(=O)n2C2CC2)cc1
 : 1	-1	0	·	-3.1	-2	-7	-1.4	2.8	9
> Cc1cc(NC(=O)CC2CCCC2)ccc1Br
 : 0	0	2	2	-1.0	0	4	-2.2	-4.4	-10
> O=C(COC(=O)CCC(=O)c1ccc2c(c1)OCCO2)NCc1ccc2c(c1)OCO2
 : -6	4	4	26	-1.2	-1	-2	-5.1	-0.6	2
> FC(F)(F)c1cc(-c2ccccc2)nc(-n2cncn2)n1
 : -3	-4	5	-1	0.3	-5	-12	-1.2	-0.2	-7

Continuation.
Sequence of screens – Rv3671c inh	BoNT-F LC inh	FBA Mtb inh	VHR inh abs	Mtb UGM inh	GDH-TPI inh	CCHF vOTU inh	FadD28 FP inh	Mtb BioA inh	MazEF act
> CCOc1ccc(/C=C/[N+](=O)[O-])c2ccccc12
 : 2	16	-1	20	-0.5	-1	·	-2.3	-1.9	-29
> COCCNCC(=O)Nc1ccc(C)c(S(=O)(=O)N2CCCCC2)c1
 : 3	-5	-7	26	2.7	-9	-4	-3.8	0.8	9
> Cc1ccccc1N(CC(=O)NCc1ccncc1)S(C)(=O)=O
 : 1	5	0	-14	0.8	0	-3	0.1	0.5	0
> O=C(O)c1cc2ccccc2n1-c1ccccc1
 : 5	-27	2	14	-0.7	9	19	-0.7	-0.8	-1
> CC(C)[C@H](NS(=O)(=O)c1ccccc1)C(=O)Nc1ccccc1N1CCOCC1
 : 5	-10	-3	·	-1.8	0	1	-2.3	-0.5	-8
> COc1ccccc1CCN=C(N)NS(=O)(=O)c1ccc(F)cc1
 : -8	-11	1	10	-0.8	1	8	0.3	2.9	4
> CC1=C(C(=O)Nc2cccc(C(=O)NC(C)c3ccccc3)c2)SCCO1 (centres undefined)
 : 2	-5	2	-2	-0.7	-4	3	-0.7	1.4	12
> CN(C)c1nc(N)nc(CSc2nc3c(c(=O)n(C)c(=O)n3C)n2Cc2ccccc2F)n1
 : 1	-5	-1	1	0.6	2	14	-1.7	·	-29
> COc1cccc(N2CCN(C(=O)C3CCN(S(=O)(=O)c4cccs4)CC3)CC2)c1
 : 7	-1	-5	-11	-1.0	0	-3	-0.1	·	2
> CO[C@H]1CC[C@@]2(C)[C@@H](CC[C@@H]3[C@@H]2CC[C@@]2(C)[C@H]3C[C@H](C(=O)O)O[C@]23CCCO3)C1
 : ·	-2	-1	·	·	7	-2	0.6	15	17
> COC(=O)C1CCN(C(=O)COC(=O)c2n[nH]c3ccccc23)CC1
 : 10	4	9	·	5.5	3	-9	-0.7	-0.1	1
> O=C(Nc1ccccc1-c1ccccc1)c1ccccc1
 : -2	10	4	14	0.2	3	-15	-0.6	-0.6	5
> CC/C(=N/N=C(\CC)c1ccccc1)c1ccccc1
 : -7	-10	-1	3	1.0	2	-9	-1.5	·	-3
> C=CCN(c1ccc(C(=O)NCCN2CCOCC2)cc1)S(C)(=O)=O
 : 2	?	1	23	-1.5	10	-9	-3.6	-0.5	4
> CCOCCCNC(=O)C(NC(=O)c1ccc2c(c1)OCO2)c1ccc(Cl)cc1 (centres undefined)
 : 4	-3	2	15	-4.1	-3	5	-0.8	·	5

Given with tabs: part of the list above
Molecule	Rv3671c inh	BoNT-F LC inh	FBA Mtb inh	VHR inh abs	Mtb UGM inh	GDH-TPI inh	CCHF vOTU inh	FadD28 FP inh	Mtb BioA inh	MazEF act
C=CCN(c1ccc(C(=O)NCCN2CCOCC2)cc1)S(C)(=O)=O	2	?	1	23	-1.5	10	-9	-3.6	-0.5	4
CCOCCCNC(=O)C(NC(=O)c1ccc2c(c1)OCO2)c1ccc(Cl)cc1 (centres undefined)	4	-3	2	15	-4.1	-3	5	-0.8	·	5

From PubChem
